Screening results as filed in PubChem BioAssay.
TIM10 inh – TIM10 yeast growth inhibition; S. cerevisiae TIM10 strain growth, BacTiter-Glo luminescence, 24 h; inhibition, % at 10 µM; hit rate 1.4% among 330,000; AID 463195;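 active = inhibition of 40% or more at the single tested concentration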;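 also: wild-type TIM10 isogenic control strain grown at permissive 25 °C; 0% = DMSO yeast wells and 100% = minimal medium wells without yeast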
Apaf-1 inh – blocks human Apaf-1 apoptosome activity | reconstituted apoptosome caspase-3 activity, DEVD-Rh110 fluorescence | O14727 | hit rate 0.71% among 330,000 | inhibition, % at 20 µM; active = inhibition of at least 40% at 20 µM;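 also: plate controls were DMSO wells for no effect and DEVD-CHO caspase inhibitor wells for full effect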
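Material: reconstituted apoptosome with Apaf-1, cytochrome c, caspase-9, procaspase-3, dATP; medium: pH 7.5 Hepes buffer with CHAPS, BSA, DTT; also added: cytochrome c and DEVD-Rh110 substrate; timing: 30 min plus 50 min, RT; signal: Rh110 fluorescence intensity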
hIAP block – human IAP inhibition | P09923 | purified IAP, CDP-Star luminescence, 30 min | inhibition, % at 10 µM | hit rate 0.12% among 330,000 | AID 2544;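 active = inhibition reaching a set limit with compound at 10 µM in the primary screen, cut at about 35% in these data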;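 also: plate controls were DMSO wells with enzyme for no effect and no-enzyme buffer wells for full effect; values of inactives mirror those of a sister screen read the other way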
Target sequence (P09923 whole entry, looked up): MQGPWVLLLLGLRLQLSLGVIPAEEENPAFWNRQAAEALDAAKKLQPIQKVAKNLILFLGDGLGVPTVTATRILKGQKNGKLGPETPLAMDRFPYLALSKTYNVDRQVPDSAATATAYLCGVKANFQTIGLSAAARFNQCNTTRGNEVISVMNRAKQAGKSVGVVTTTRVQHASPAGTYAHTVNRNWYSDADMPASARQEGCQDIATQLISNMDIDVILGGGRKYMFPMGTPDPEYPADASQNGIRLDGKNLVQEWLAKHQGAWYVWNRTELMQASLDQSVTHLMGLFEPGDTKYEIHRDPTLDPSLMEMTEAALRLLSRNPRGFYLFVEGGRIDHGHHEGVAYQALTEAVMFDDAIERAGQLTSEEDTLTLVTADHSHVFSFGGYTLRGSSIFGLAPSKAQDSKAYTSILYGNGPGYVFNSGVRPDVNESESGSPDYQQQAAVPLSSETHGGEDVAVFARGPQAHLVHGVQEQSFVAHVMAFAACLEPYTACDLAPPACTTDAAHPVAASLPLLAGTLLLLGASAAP
ATG4B inh – inhibitors of human ATG4B cysteine protease. ATG4B cleavage of LC3-PLA2, NBD-HPC fluorescence, 1 h. inhibition, % at 8.33 µM. hit rate 0.51% among 340,000. AID 504462; in the data active = inhibition above about 40%
Target sequence (Q9Y4P1 whole entry, looked up): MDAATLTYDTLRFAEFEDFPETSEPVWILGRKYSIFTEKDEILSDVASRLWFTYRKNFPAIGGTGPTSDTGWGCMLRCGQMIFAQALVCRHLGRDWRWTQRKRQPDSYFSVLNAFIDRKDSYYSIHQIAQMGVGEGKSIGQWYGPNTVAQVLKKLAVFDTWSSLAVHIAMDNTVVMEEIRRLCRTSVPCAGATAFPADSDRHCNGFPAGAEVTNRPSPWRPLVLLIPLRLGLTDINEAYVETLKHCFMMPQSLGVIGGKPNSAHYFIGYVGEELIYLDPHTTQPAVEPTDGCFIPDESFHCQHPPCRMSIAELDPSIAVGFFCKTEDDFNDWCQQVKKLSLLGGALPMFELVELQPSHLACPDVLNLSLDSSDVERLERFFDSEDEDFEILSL
tim10-1 inh – tim10-1 yeast growth inhibition; inhibition, % at 20 µM; S. cerevisiae tim10-1 ts strain growth, BacTiter-Glo, 24 h; hit rate 2.2% among 330,000;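 active = inhibition of at least 40%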;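 also: mutant grown at 25 °C; 0% = DMSO wells with yeast and 100% = wells holding no yeast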
mIAP act – increases mouse intestinal alkaline phosphatase activity; activation factor at 10 µM; hit rate 0.24% among 330,000; AID 2805; muIAP, CDP-Star luminescence, 30 min; active compounds read high; 1 = vehicle-only enzyme signal, 0 = enzyme-free wells;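 active = activation factor of at least 2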; also: the source names both 10 and 20 µM as test concentration; values of inactives mirror those of a sister screen read the other way
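Assay system: mouse IAP enzyme / Compound: DMSO-dissolved test compounds / Timing: 30 min, room temperature / Measured by: luminescence from enzymatic CDP-Star hydrolysis / Control set: DMSO-only wells, enzyme-free buffer wells as negative control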
hIAP activ – increases human intestinal alkaline phosphatase activity. activation factor at 10 µM. AID 2524. P09923. hit rate 0.16% among 330,000. purified human IAP, CDP-Star luminescence, 30 min; active compounds read high; 1 = vehicle-only enzyme, 0 = enzyme-free background;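 active = activation factor of the enzyme at least 2-fold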; also: the source names both 10 and 20 µM as test concentration; values of inactives mirror those of a sister screen read the other way
mIAP block – mouse IAP inhibition; purified mouse IAP, CDP-Star luminescence, 30 min; inhibition, % at 10 µM; hit rate 0.2% among 330,000;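 active = inhibition of at least 40% at 10 µM in the primary screen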;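 also: plate controls were DMSO with enzyme for no effect and no enzyme wells for full effect; values of inactives mirror those of a sister screen read the other way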
NALP3 yeast inh – inhibitors of NALP3 inflammasome in yeast; inhibition, % at 10 µM; Yeast reconstituted NLRP3/ASC/caspase-1, beta-gal luminescence, 24 h; hit rate 0.39% among 330,000;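 active = inhibition of 50% or more; inactive = inhibition below 50%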;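 also: plate controls were induced DMSO wells for no effect and uninduced yeast grown without galactose for full effect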
Starred values were filed as active, the others as inactive.

What do the screens show for `CCCCC(=O)NC(=S)Nc1cc(C(=O)O)ccc1OC`?
TIM10 inh: -2; Apaf-1 inh: 5; hIAP block: 13; ATG4B inh: 4; tim10-1 inh: -8; mIAP act: 1; hIAP activ: 0.87; mIAP block: -1; NALP3 yeast inh: 2

How did O=C(/C=C/c1ccccc1)NC1CCCc2ccccc21 (centres undefined) do in these assays?
TIM10 inh: 2; Apaf-1 inh: 13; hIAP block: -10; tim10-1 inh: 13; mIAP act: 1.1; hIAP activ: 1.1; mIAP block: -9; NALP3 yeast inh: 25

Results for COc1ccc(-c2noc(-c3ccccc3-c3ccccc3)n2)cc1OC ?
TIM10 inh: 27; Apaf-1 inh: 11; hIAP block: -12; ATG4B inh: 1; tim10-1 inh: 27; mIAP act: 1; hIAP activ: 1.1; mIAP block: -1; NALP3 yeast inh: 17

Results for CC(C)(C)c1ccc(S(=O)(=O)N2CCN(C(=O)c3ccc4c(c3)C(=O)N(Cc3ccncc3)C4=O)CC2)cc1 ?
TIM10 inh: 6; Apaf-1 inh: 0; hIAP block: -22; ATG4B inh: -31; tim10-1 inh: -5; mIAP act: 0.95; hIAP activ: 1.2; mIAP block: 5; NALP3 yeast inh: 10

What do the screens show for `CC(C)CCC1=NN(C(=O)c2ccco2)C(O)(C(F)(F)F)C1` (centres undefined)?
TIM10 inh: 20; Apaf-1 inh: -1; hIAP block: -2; ATG4B inh: -7; tim10-1 inh: 19; mIAP act: 0.91; hIAP activ: 1; mIAP block: 9; NALP3 yeast inh: 5

What do the screens show for `CC(C)(C)C(=O)Cn1ncc(N2CCCC2)c(Br)c1=O`?
TIM10 inh: 4; Apaf-1 inh: -1; hIAP block: 5; ATG4B inh: 0; tim10-1 inh: 13; mIAP act: 1.1; hIAP activ: 0.95; mIAP block: -5; NALP3 yeast inh: 12

How did COc1cc(CNn2cnnc2)ccc1OCC(=O)NC(C)(C)C do in these assays?
TIM10 inh: 1; Apaf-1 inh: -11; hIAP block: 4; ATG4B inh: 4; tim10-1 inh: 0; mIAP act: 0.94; hIAP activ: 0.96; mIAP block: 6; NALP3 yeast inh: 8

What do the screens show for `CCOC(=O)C(=O)NCC(c1cccs1)S(=O)(=O)c1ccc(Cl)cc1` (centres undefined)?
TIM10 inh: 0; Apaf-1 inh: 7; hIAP block: 12; ATG4B inh: 0; tim10-1 inh: 5; mIAP act: 0.96; hIAP activ: 0.88; mIAP block: 4; NALP3 yeast inh: 25

How did C=CCNC(=O)CSc1nc2ccccc2c(=O)n1CCc1ccc(OC)c(OC)c1 do in these assays?
TIM10 inh: 5; Apaf-1 inh: 2; hIAP block: -7; ATG4B inh: 7; tim10-1 inh: 11; mIAP act: 1; hIAP activ: 1.1; mIAP block: -3; NALP3 yeast inh: 15

How did Cc1nc(-c2ccc(S(=O)(=O)N3CCOCC3)cc2)cs1 do in these assays?
TIM10 inh: 10; Apaf-1 inh: 7; hIAP block: 5; ATG4B inh: -3; tim10-1 inh: 19; mIAP act: 1; hIAP activ: 0.95; mIAP block: -4; NALP3 yeast inh: 6

What do the screens show for `O=C(NC1CC1)C1=C[C@H](c2csc3ccccc23)C[C@H](OCCCCO)O1`?
TIM10 inh: -2; Apaf-1 inh: -5; hIAP block: 8; ATG4B inh: -5; tim10-1 inh: 16; mIAP act: 1.1; hIAP activ: 0.92; mIAP block: -14; NALP3 yeast inh: 19

What do the screens show for `O=C(CCc1nnc2ccc(NCc3ccco3)nn12)Nc1cc(F)ccc1F`?
TIM10 inh: -3; Apaf-1 inh: 3; hIAP block: -27; ATG4B inh: 0; tim10-1 inh: 13; mIAP act: 0.91; hIAP activ: 1.3; mIAP block: 9; NALP3 yeast inh: 9

Filtered by structure: the compounds so far containing four or more nitrogen atoms (3)
Results for CC(C)(C)c1ccc(S(=O)(=O)N2CCN(C(=O)c3ccc4c(c3)C(=O)N(Cc3ccncc3)C4=O)CC2)cc1 ?
TIM10 inh: 6; Apaf-1 inh: 0; hIAP block: -22; ATG4B inh: -31; tim10-1 inh: -5; mIAP act: 0.95; hIAP activ: 1.2; mIAP block: 5; NALP3 yeast inh: 10

How did COc1cc(CNn2cnnc2)ccc1OCC(=O)NC(C)(C)C do in these assays?
TIM10 inh: 1; Apaf-1 inh: -11; hIAP block: 4; ATG4B inh: 4; tim10-1 inh: 0; mIAP act: 0.94; hIAP activ: 0.96; mIAP block: 6; NALP3 yeast inh: 8

What do the screens show for `O=C(CCc1nnc2ccc(NCc3ccco3)nn12)Nc1cc(F)ccc1F`?
TIM10 inh: -3; Apaf-1 inh: 3; hIAP block: -27; ATG4B inh: 0; tim10-1 inh: 13; mIAP act: 0.91; hIAP activ: 1.3; mIAP block: 9; NALP3 yeast inh: 9

Next records
How did CC1(C(=O)NCCc2c[nH]c3ccccc23)C=CC2(CCCCC2)N1C(=O)c1ccccc1 (centres undefined) do in these assays?
TIM10 inh: 8; Apaf-1 inh: 19; hIAP block: 5; ATG4B inh: 12; tim10-1 inh: 19; mIAP act: 1.2; hIAP activ: 0.95; mIAP block: -16; NALP3 yeast inh: -16

What do the screens show for `Cc1cc(C)c2nc(-c3ccccn3)cc(C(=O)Nn3cnnc3)c2c1`?
TIM10 inh: -4; Apaf-1 inh: 0; hIAP block: -5; ATG4B inh: -4; tim10-1 inh: 14; mIAP act: 0.96; hIAP activ: 1.1; mIAP block: 4; NALP3 yeast inh: 5

How did C[C@H](CO)N1C[C@H](C)[C@@H](CN(C)Cc2ccncc2)Oc2c(NC(=O)c3ccncc3)cccc2C1=O do in these assays?
TIM10 inh: 4; Apaf-1 inh: 0; hIAP block: 0; ATG4B inh: -6; tim10-1 inh: -13; mIAP act: 0.98; hIAP activ: 1; mIAP block: 2; NALP3 yeast inh: 9

Results for Cc1ccc(Cl)cc1NC(=O)COC(=O)Cn1cnc2c1c(=O)n(C)c(=O)n2C ?
TIM10 inh: 7; Apaf-1 inh: 2; hIAP block: -5; ATG4B inh: 4; tim10-1 inh: 24; mIAP act: 1.2; hIAP activ: 1.1; mIAP block: -16; NALP3 yeast inh: -5

Results for COc1cc(C(c2sc3nc(C)nn3c2O)N2CCc3ccccc3C2)cc(OC)c1OC (centres undefined) ?
TIM10 inh: -8; Apaf-1 inh: 0; hIAP block: -12; ATG4B inh: -2; tim10-1 inh: 10; mIAP act: 0.96; hIAP activ: 1.1; mIAP block: 4; NALP3 yeast inh: 13

What do the screens show for `Cc1c(N=NC2=C(O)CCCC2=O)c(=O)n(-c2ccccc2)n1C`?
TIM10 inh: -5; Apaf-1 inh: -1; hIAP block: -14; ATG4B inh: -2; tim10-1 inh: 5; mIAP act: 1.1; hIAP activ: 1.1; mIAP block: -6; NALP3 yeast inh: 14

How did CN(C)C(=O)CCc1ccc2c3c([nH]c2c1)[C@]1(CCC2CCCC2)[C@@H](C(=O)N2CCOCC2)C[C@H](CC(=O)NCc2cccc(C(F)(F)F)c2)C(=O)N1CC3 do in these assays?
TIM10 inh: 9; Apaf-1 inh: 28; ATG4B inh: -6; tim10-1 inh: 19; mIAP act: 0.91; mIAP block: 9

Results for COc1ccc(NC(=O)c2cc(-c3ccc4c(c3)OCO4)on2)cc1 ?
TIM10 inh: -12; Apaf-1 inh: 5; hIAP block: -6; ATG4B inh: -2; tim10-1 inh: -2; mIAP act: 1; hIAP activ: 1.1; mIAP block: -4; NALP3 yeast inh: -1

Results for O=[N+]([O-])c1ccc(-c2nc(Nc3ccc(O)cc3)c3ccccc3n2)cc1 ?
TIM10 inh: 5; Apaf-1 inh: 22; hIAP block: 2; ATG4B inh: 11; tim10-1 inh: -9; mIAP act: 0.92; hIAP activ: 0.98; mIAP block: 8; NALP3 yeast inh: 8

How did CCOC(=O)CC(N)c1cccc([N+](=O)[O-])c1 (centres undefined) do in these assays?
TIM10 inh: -3; Apaf-1 inh: -2; hIAP block: -13; ATG4B inh: 1; tim10-1 inh: 11; mIAP act: 1.1; hIAP activ: 1.1; mIAP block: -12; NALP3 yeast inh: -6

How did COc1cccc(/C=N/n2c(C)nc3ccccc3c2=O)c1O do in these assays?
TIM10 inh: 16; Apaf-1 inh: 2; hIAP block: 9; ATG4B inh: -4; tim10-1 inh: -1; mIAP act: 0.99; hIAP activ: 0.91; mIAP block: 1; NALP3 yeast inh: 12

What do the screens show for `Cc1ccc(C(=O)C2=C(O)C(=O)N(c3ncccn3)C2c2ccc(Br)cc2)o1` (centres undefined)?
TIM10 inh: 19; Apaf-1 inh: 5; hIAP block: 19; ATG4B inh: 4; tim10-1 inh: 19; mIAP act: 0.98; hIAP activ: 0.81; mIAP block: 2; NALP3 yeast inh: 14

Results for Cc1cc(C)nc(NS(=O)(=O)c2ccc(NC(=O)c3cccc(N4C(=O)CCC4=O)c3)cc2)n1 ?
TIM10 inh: 3; Apaf-1 inh: 6; hIAP block: 16; ATG4B inh: -2; tim10-1 inh: 9; mIAP act: 1.1; hIAP activ: 0.84; mIAP block: -5; NALP3 yeast inh: -3

What do the screens show for `Cc1cccc(C(=O)NNC(=O)c2c(-c3ccccc3Cl)noc2C)c1O`?
TIM10 inh: 33; Apaf-1 inh: 6; hIAP block: -28; ATG4B inh: -7; tim10-1 inh: -40; mIAP act: 0.74; hIAP activ: 1.3; mIAP block: 26; NALP3 yeast inh: 21

Results for COc1ccc2nc(NC(=O)C3CCCN(S(=O)(=O)c4cccc5nsnc45)C3)sc2c1 (centres undefined) ?
TIM10 inh: 10; Apaf-1 inh: 9; hIAP block: 2; ATG4B inh: -13; tim10-1 inh: 15; mIAP act: 0.94; hIAP activ: 0.97; mIAP block: 6; NALP3 yeast inh: 1

What do the screens show for `O=S1(=O)CCC(NC(=S)SCc2ccccc2Br)C1` (centres undefined)?
TIM10 inh: 25; Apaf-1 inh: 8; hIAP block: 4; ATG4B inh: -5; tim10-1 inh: 29; mIAP act: 0.9; hIAP activ: 0.96; mIAP block: 10; NALP3 yeast inh: 35

Results for N#CC1=C(N)Oc2cc(N)ccc2C1c1cccc(F)c1 (centres undefined) ?
TIM10 inh: 0; Apaf-1 inh: -4; hIAP block: -22; ATG4B inh: -3; tim10-1 inh: 13; mIAP act: 0.89; hIAP activ: 1.2; mIAP block: 11; NALP3 yeast inh: 17

What do the screens show for `CCN(CC)c1ccc(C(=O)NN)cc1`?
TIM10 inh: 3; Apaf-1 inh: -13; hIAP block: -2; ATG4B inh: -8; tim10-1 inh: 2; mIAP act: 1.1; hIAP activ: 1; mIAP block: -13; NALP3 yeast inh: 15

Results for O=C(CN1CSCC1=O)N1CCN(S(=O)(=O)c2ccc(Cl)cc2)CC1 ?
TIM10 inh: 5; Apaf-1 inh: -10; hIAP block: -1; ATG4B inh: 4; tim10-1 inh: 5; mIAP act: 1; hIAP activ: 1; mIAP block: -2; NALP3 yeast inh: 3

Pulled by structure from above:
Results for Cc1ccc(Cl)cc1NC(=O)COC(=O)Cn1cnc2c1c(=O)n(C)c(=O)n2C ?
TIM10 inh: 7; Apaf-1 inh: 2; hIAP block: -5; ATG4B inh: 4; tim10-1 inh: 24; mIAP act: 1.2; hIAP activ: 1.1; mIAP block: -16; NALP3 yeast inh: -5

Results for CC(C)(C)c1ccc(S(=O)(=O)N2CCN(C(=O)c3ccc4c(c3)C(=O)N(Cc3ccncc3)C4=O)CC2)cc1 ?
TIM10 inh: 6; Apaf-1 inh: 0; hIAP block: -22; ATG4B inh: -31; tim10-1 inh: -5; mIAP act: 0.95; hIAP activ: 1.2; mIAP block: 5; NALP3 yeast inh: 10
